Source: PubChem (several laboratories)
DAX1 inh-1: DAX1 (NR0B1) inhibitors, primary screen, cell-based, HEK293, Gal4-DAX1, luciferase luminescence; inhibition, % at 6.75 µM; HEK293 Gal4-DAX1 luciferase reporter; actives 0.99% (n = 340,000); Nuclear receptor subfamily 0 group B member 1 (Homo sapiens), P51843; AID 504766, 2011;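 active means inhibition above the mean over all tested compounds plus 3 SD, cut at about 4.2% in these data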;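 further: 0% = DAX1-transfected cells with DMSO and 100% = empty-vector control cells with DMSO; inhibition shows as a rise in luminescence from relieved DAX1 repression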
SMARCA2 act: SMARCA2 (BRM) function activators, primary screen, cell-based, luminescence, high throughput; MG213 cells, MMTV-luciferase reporter, dexamethasone, overnight; activation, % at 9.1 µM; actives 1% (n = 370,000); AID 652017, 2013; in the data active means activation above about 7.8%;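 further: 0% = vehicle wells and 100% = reference activator wells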
ssDAF-12 act: S. stercoralis DAF-12 nuclear receptor activators, primary screen, cell-based, luminescence, HEK293, GRIP1 co-expression, lit1-tk-luc; actives 1% (n = 370,000); HEK293 ssDAF-12/GRIP1 lit1-tk-luc reporter; % of 3 µM dafachronic acid response; activation, % at 6.8 µM;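 active means activation above the mean over all tested compounds plus 3 SD, cut at about 0.9% in these data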;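 further: 0% = DMSO-only wells and 100% = 3 µM delta7-dafachronic acid wells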
NR1D1 modulator: modulators of Rev-erb alpha DNA binding, primary screen, biochemical, FITC-DNA, fluorescence polarization, uHTS. actives 0.79% (n = 370,000). AID 1259318, 2017. Rev-erbα–FITC-DNA binding, 90 min. activity, % at 10 µM;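 active means activity above about 14%, limit read from the data; passing the limit was not always enough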;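 further: 0% = DMSO wells with 35 nM protein and 100% = DMSO wells with 750 nM protein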
DAX1 inh-2: DAX1 (NR0B1) inhibitors on StAR promoter, primary screen, cell-based, luminescence, SF-1 (NR5A1), full-length DAX-1. AID 652010, 2013. actives 1.1% (n = 370,000). HEK293T StAR-luciferase reporter, SF-1/DAX-1 repression relief. inhibition, % at 6.8 µM;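 active means inhibition above the mean over all tested compounds plus 3 SD, cut at about 3.6% in these data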;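 further: 0% = DAX-1 cells with DMSO and 100% = cells lacking DAX-1 with DMSO; higher inhibition means more luminescence from relief of DAX-1 repression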
FXN GAA850 act: FXN promoter activators, primary screen, cell-based, luciferase luminescence, HEK293 lucGAA850. activation, % at 6 µM. actives 0.56% (n = 360,000). HEK293 lucGAA850 FXN promoter luciferase reporter, 24 h; percent of 10 µM SAHA response. AID 540364, 2011;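 active means activation above the average of all compounds screened plus 3 SD, cutoff fixed separately per campaign, cut at about 7.5% in these data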;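 further: 0% = DMSO wells and 100% = 10 µM SAHA wells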
hcDAF-12 act: H. contortus DAF-12 nuclear receptor activators, primary screen, cell-based, luminescence, HEK293, lit1-tk-luc reporter | HEK293 hcDAF-12 lit1-tk-luc reporter; 0% DMSO, 100% Δ7-dafachronic acid | activation, % at 6.8 µM | actives 1.4% (n = 370,000);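 active means activation above the mean of all tested compounds plus 3 SD, cut at about 5.5% in these data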;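 further: 100% = response to 3 µM Δ7-dafachronic acid high control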
HGIII-sPLA2 inh: human group III sPLA2 inhibitors, primary screen, biochemical, QFRET, BODIPY PC-A2 liposome substrate. actives 0.56% (n = 370,000). inhibition, % at 12.2 µM. QFRET BODIPY PC-A2 liposome hydrolysis, fluorescence;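 active means inhibition above mean plus 3 SD of compounds lying within the high and low control bounds, cut at about 19% in these data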;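 further: 0% = median of test compound wells and 100% = no enzyme DMSO wells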
PLC-beta3 inh: human PLC-beta3 inhibitors, primary screen, biochemical, fluorescence. actives 0.18% (n = 370,000). 1-phosphatidylinositol 4,5-bisphosphate phosphodiesterase beta-3 (Homo sapiens), Q01970. inhibition, % at 12.2 µM. Purified PLC-beta3, fluorogenic substrate; in the data active means inhibition above about 11%;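 further: 0% = median of compound wells on plate and 100% = full blocker control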
hgDAF-12 ag: H. glycines DAF-12 receptor agonists, primary screen, cell-based, luminescence, HEK293, GAL4 fusion, UAS-luciferase; HEK293 GAL4-hgDAF12 UAS-luciferase reporter, agonist luminescence; normalized to butyrate control; activation, % at 6.8 µM; actives 1.8% (n = 370,000); AID 687014, 2013;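 active means activation above a cutoff set at the mean of all screened compounds plus 3 SD, cut at about 10% in these data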;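 further: 0% = DMSO wells and 100% = sodium butyrate wells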
PG9 binder: binders of HIV-1 gp120 antibody PG9, primary screen, biochemical, TR-FRET. HIV-1 gp120 / PG9 antibody interaction. AID 624416, 2012. inhibition, % at 6.7 µM. TR-FRET gp120-PG9 antibody binding. actives 0.43% (n = 360,000); in the data active means inhibition above about 8.5%
An asterisk follows results filed as active; i = inactive; x = no result given. An unsorted share of the library. About 7% of those tested had a hit in this group.

SMILES | DAX1 inh-1 | SMARCA2 act | ssDAF-12 act | NR1D1 modulator | DAX1 inh-2 | FXN GAA850 act | hcDAF-12 act | HGIII-sPLA2 inh | PLC-beta3 inh | hgDAF-12 ag | PG9 binder
O=C(O)c1ccc(N/N=C/c2ccc(-c3ccc(Br)cc3)o2)cc1 | 0.7 | -1 | -0.8 | -4 | 1.0 | 2.9 | 0.5 | -29 | -281 | 4.5 | -4.2
Cc1c(C(=O)N2CCCCC2C)sc2ncnc(N3CCc4ccccc4C3)c12 (stereo not given) | 0.1 | -2 | -1.5 | 1 | -0.5 | 2.7 | -1.0 | -3 | 0 | -0.8 | -0.1
O=c1cc(-c2cccc(Br)c2)nc(-c2ccccc2F)o1 | -0.5 | 1 | -1.0 | -2 | 0.1 | 0.4 | -1.1 | -3 | -4 | -1.5 | -1.0
Cc1c2c(nc3ccccc13)CCC(C(C)(C)C)C2 (stereo not given) | -0.2 | 3 | -0.6 | 2 | 0.2 | 5.5 | -0.2 | -1 | -1 | 9.3 | -2.1
Cn1nc(C(C)(C)C)cc1C(=O)NNC(=O)c1ccc(C(F)(F)F)cc1 | -0.8 | -3 | -1.6 | 0 | 0.1 | -1.4 | -0.6 | -18 | -3 | 1.0 | -1.6
Cc1cc(/C=N\NC(=O)COc2cccc3cccnc23)c(C)n1-c1ccc(Br)cc1 | -0.9 | -1 | -1.1 | 1 | -0.3 | 0.5 | -0.7 | -8 | -25 | -1.6 | -0.7
CCCCn1c(N)c(N(CCOC)C(=O)c2ccc(-c3ccc([N+](=O)[O-])cc3)o2)c(=O)[nH]c1=O | 0.2 | 2 | -1.4 | 6 | -0.4 | -1.1 | -1.8 | 8 | -14 | 0.1 | 0.2
COc1ccc(CNC(=O)Cn2ncn3cccc3c2=O)cc1 | x | 5 | -0.7 | -2 | 1.5 | x | 3.0 | 3 | -2 | 8.2 | 1.8
Cc1ccc(CC2(c3ccccc3)NC(=O)NC2=O)cc1 (stereo not given) | -0.2 | 0 | -1.0 | -6 | -0.1 | -1.7 | -0.7 | 17 | 3 | -0.7 | 1.6
CCOC(=O)c1sc(NC(=O)C(CC)Sc2nnc3c4ccccc4n(CC)c3n2)nc1C (stereo not given) | 2.9 | -3 | -0.1 | -4 | -0.4 | 0.4 | 0.1 | 9 | -44 | 2.9 | -0.1
CCOC(=O)NC(=O)/C(C#N)=C(/C)N(C)C | 0.7 | -2 | -1.2 | -2 | -0.3 | 1.5 | -2.0 | 7 | -6 | -0.6 | 0.4
COc1ccccc1-n1c(SCC(=O)OC(C)C)nc2cccnc21 | -0.3 | 0 | -0.7 | -4 | 0.5 | -1.0 | -0.5 | 3 | -7 | -2.2 | 0.6
COc1ccc(CNC(=O)CN2C(=O)COc3ccc(S(=O)(=O)N4CCC(C)CC4)cc32)cc1 | -0.2 | 0 | -1.1 | -2 | -0.3 | 1.6 | -0.2 | -4 | -2 | 1.5 | 0.9
CC(C)CNC(=O)NC(=O)COC(=O)c1cccc(NS(=O)(=O)c2ccc(F)c(F)c2)c1 | -1.5 | -2 | -1.0 | -1 | -0.7 | -0.3 | -2.0 | -57 | 1 | -2.2 | -1.0
CN(C(=O)COC(=O)c1cc([N+](=O)[O-])ccc1Sc1ccccc1)C1CCS(=O)(=O)C1 (stereo not given) | -0.7 | -2 | -1.3 | -4 | 0.0 | 1.8 | -1.6 | -2 | 2 | 2.0 | 0.2

The closing 3 entries of the section before open the next one.
SMILES | DAX1 inh-1 | SMARCA2 act | ssDAF-12 act | NR1D1 modulator | DAX1 inh-2 | FXN GAA850 act | hcDAF-12 act | HGIII-sPLA2 inh | PLC-beta3 inh | hgDAF-12 ag | PG9 binder
COc1ccc(CNC(=O)CN2C(=O)COc3ccc(S(=O)(=O)N4CCC(C)CC4)cc32)cc1 | -0.2 | 0 | -1.1 | -2 | -0.3 | 1.6 | -0.2 | -4 | -2 | 1.5 | 0.9
CC(C)CNC(=O)NC(=O)COC(=O)c1cccc(NS(=O)(=O)c2ccc(F)c(F)c2)c1 | -1.5 | -2 | -1.0 | -1 | -0.7 | -0.3 | -2.0 | -57 | 1 | -2.2 | -1.0
CN(C(=O)COC(=O)c1cc([N+](=O)[O-])ccc1Sc1ccccc1)C1CCS(=O)(=O)C1 (stereo not given) | -0.7 | -2 | -1.3 | -4 | 0.0 | 1.8 | -1.6 | -2 | 2 | 2.0 | 0.2
Cc1ccc(NC(=O)CSc2nnc(-c3ccccn3)n2N)cc1F | x | -4 | -0.8 | 2 | -0.6 | -0.9 | -1.1 | -2 | -4 | -1.0 | -1.1
O=c1ccc2ccc(OCc3nnc(-c4ccccc4Br)o3)cc2o1 | 1.8 | 1 | -1.2 | 0 | -0.7 | 0.7 | -0.8 | -17 | -22 | 0.9 | -1.2
Cc1ccc(S(=O)(=O)/N=C(/c2ccc(F)cc2)N(C)C)cc1 | -1.3 | -2 | -1.2 | 1 | 0.9 | 1.8 | -2.0 | 4 | -2 | 1.8 | -1.2
Cc1cc(C)n(-c2nc(-n3nc(C)cc3C)c3c4c(sc3n2)COC(C)(C)C4)n1 | x | 4 | -1.0 | -4 | 0.0 | x | -0.8 | 4 | -10 | 0.4 | -2.3
Cc1ccc(S(=O)(=O)N2CCC(C(=O)Nc3ccc4c(c3)OCO4)CC2)cc1 | -0.6 | -2 | -0.7 | -3 | 0.2 | -0.9 | -0.5 | -7 | -1 | -0.1 | 0.1
Cn1c(COc2ccccc2)nnc1SCC(=O)Nc1nnc(C2CC2)s1 | 0.8 | -2 | 0.6 | -6 | -2.0 | -0.7 | 0.0 | -1 | -10 | -2.4 | 0.0
CC1(C)Cc2c(C#N)c(OCC(=O)c3ccc(Cl)cc3)nc(-c3ccco3)c2CO1 | -0.5 | 0 | -0.6 | 1 | 0.0 | 0.6 | -0.5 | 4 | 3 | 1.3 | -0.9
O=C(Nc1ccsc1C(=O)O)c1cccc(Oc2ccccc2)c1 | -0.1 | 6 | 0.1 | 0 | 2.4 | 0.7 | 7.8* | -25 | -12 | 13* | -0.7
CONC(=O)c1cc(OCC(F)(F)F)ccc1OCC(F)(F)F | -0.1 | 0 | 0.3 | 0 | -0.1 | 1.2 | -1.1 | -3 | 0 | 0.7 | 1.7
Cc1cc(C)nc(Nc2cccc3ccccc23)n1 | 0.2 | 0 | -1.5 | 0 | -0.5 | -0.5 | -1.7 | -1 | -6 | 0.8 | 1.1
CCOc1ccccc1C(=O)NC1CCNCC1 | -0.4 | -1 | -0.7 | -3 | -0.2 | -0.2 | -1.2 | 1 | -9 | 1.6 | 0.7
CCCC[C@@H]1C=C(C(=O)O)[C@H](c2ccc(C#N)cc2)N1S(=O)(=O)c1ccc(C)cc1 | -0.5 | -5 | -1.1 | 3 | 1.0 | -1.4 | 1.8 | -14 | 0 | -1.2 | -0.2
CCOC(CNC(=O)c1ccc2c(c1)ncn2-c1ccccc1OC)OCC | 0.0 | 4 | -0.8 | 6 | 0.0 | -0.6 | -2.4 | 4 | -4 | -2.8 | -1.5
COc1ccc(S(N)(=O)=O)cc1C(=O)OCC(=O)Nc1ncc(Cl)c(C)c1Cl | -0.1 | -2 | -0.6 | 3 | 1.0 | 3.2 | 0.1 | -1 | -2 | 1.0 | 1.3
O=C(c1ccc(Cl)cc1)C1CCCN(Cc2cccn2-c2cccnc2)C1 (stereo not given) | -1.2 | -1 | -0.9 | -1 | -0.3 | 0.2 | -0.7 | -12 | -1 | -2.5 | 0.3
COc1cc(C(=O)Nc2ccc3c(c2)OCO3)c([N+](=O)[O-])cc1OC | 0.6 | -3 | 0.6 | -4 | -2.2 | 1.6 | -0.5 | 8 | -1 | -2.5 | -3.5
O=c1c2ccccc2c(C=Nc2ccc(O)cc2)c(O)n1Cc1ccccc1 | 2.5 | 3 | -0.5 | -7 | 0.5 | 5.0 | -2.0 | -5 | -12 | -1.6 | -3.0
CCOc1ccc(NC(=O)CNC(=O)c2cn(-c3ccccc3OC)c(=O)c3ccccc23)cc1 | 0.8 | -2 | -1.2 | 0 | -1.1 | -2.0 | -3.7 | -10 | -1 | -0.9 | 0.6
CC1(C)CC(O)C(CCC(O)c2ccccc2)C(C)(C)N1 (stereo not given) | 1.8 | -4 | -1.3 | -3 | 0.1 | 3.2 | -1.4 | 3 | 1 | -0.9 | -1.2
CC(C)[C@@H](N)C(=O)NC[C@H]1O[C@@H](n2cnc3c(N)ncnc32)[C@H](O)[C@@H]1O | 1.0 | -3 | -0.8 | 1 | -1.3 | 0.5 | -1.1 | 12 | -3 | -1.0 | 0.2
OCCCn1c(C2CCCN2c2nc(-c3ccc(Cl)cc3)cs2)nc2cc(Cl)c(N3CCCCC3)cc21 (stereo not given) | 5.3* | -2 | -1.4 | 1 | -0.1 | -0.4 | -1.4 | 4 | -2 | 2.6 | 1.1
Cc1nn(C)c(C)c1N1C(=O)c2cccc3c(Br)ccc(c23)C1=O | 0.3 | 2 | -0.2 | 0 | 0.1 | -0.7 | -3.5 | -1 | -10 | 1.3 | 4.2
COc1ccc(/C=C/C(=O)c2ccc(Cl)s2)cc1O | 1.6 | 2 | 0.1 | 3 | 0.1 | 1.1 | 1.9 | -60 | -9 | 3.3 | -3.8
CC1CCN(C(=O)c2cccc(S(=O)(=O)N3CCCCC3)c2)CC1 | 0.5 | -2 | -1.1 | 6 | -0.1 | -1.0 | -0.6 | 0 | 7 | -1.0 | -0.5
CCCCc1ccc(NC(=O)c2ccc(NS(C)(=O)=O)cc2)cc1 | -0.8 | 1 | -1.2 | -3 | -0.3 | 0.1 | -1.6 | -16 | -2 | 0.7 | -1.6
Clc1ccc(-c2ccnc(-n3cccc3)n2)s1 | -0.7 | 4 | -0.5 | 18* | 0.5 | -0.5 | 0.6 | -1 | i | -3.7 | 1.6
CCCCN(C(=O)COC(=O)c1ccc(C)s1)c1c(N)n(CCC)c(=O)[nH]c1=O | 0.0 | 5 | -1.6 | -2 | 0.5 | -1.6 | -0.9 | -7 | 6 | -3.3 | -3.1
COc1ccccc1NC(=O)NNC(=O)c1ccc2ccccc2c1 | 0.5 | -4 | -1.3 | 1 | -0.6 | 2.6 | -1.1 | -3 | -7 | -2.2 | 0.4
CCCS(=O)(=O)NC(=O)C1(C)CCN(C(=O)c2cccc(C)c2C)C1 (stereo not given) | x | -1 | -0.5 | -3 | 0.7 | -1.3 | -1.9 | 4 | -7 | 2.1 | -0.3
